# From PubChem BioAssay
# GAA glycogen mod = GAA glycogen-cleavage inhibition or activation. P10253. recombinant GAA, glycogen substrate, Amplex Red glucose oxidase fluorescence. Potency, µM (highest dose often 76.4 µM), without a hit: at the top dose activity change, negative = inhibition, hits mostly inhibitors. hit rate 0.38% among 300,000;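 also: 0% = full enzyme reaction and -100% = no-enzyme basal signal; the screen sought inhibitors and activators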
#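 qHTS, 1536-well; enzyme 4 nM final; cpd up to 77 uM; substrate bovine liver glycogen 30 ug; 50 mM citrate/phosphate pH 5.0, 0.01% Tween-20; 37 C, 40 min; Amplex Red detection 45 min RT; Hill fit → AC50.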
# Tau fibril FP = tau fibrillization inhibition (FP); P10636; K18 P301L tau heparin fibrillization, Alexa594 FP, 6 h; Potency, µM (series often up to 57.7 µM), for the others: top-dose activity, negative = inhibition, most hits filed as inhibitors; hit rate 0.39% among 280,000; AID 1468; also: % is scaled to controls: 0 for no effect and ±100 for the full control effect; nearly all actives have a fitted effect of over 55% in size
# Target sequence (P10636 561-689 P618L limits assumed): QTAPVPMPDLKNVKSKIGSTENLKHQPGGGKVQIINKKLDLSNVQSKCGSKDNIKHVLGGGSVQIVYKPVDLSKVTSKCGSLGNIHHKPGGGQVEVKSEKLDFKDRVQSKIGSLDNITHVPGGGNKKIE
#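 Compound effects on tau fibrillization are measured by Alexa 594 fluorescence polarization (ex 555, em 632 nm). K18 P301L tau is used at 15 uM with 0.24 uM labeled tracer, and 20 uM heparin induces aggregation over 6 hr at 37 C.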
# Tau fluor cs = counter-screen for tau fibril formation inhibitors; tau K18 P301L Alexa594 fluorescence, heparin fibrillization; Potency, µM (titrated, usually from 57.7 µM), for inactives: top-dose activity change, negative = decrease; hit rate 0.93% among 280,000; also: % is scaled to controls: 0 for no effect and ±100 for the full control effect; nearly all actives have a fitted effect of over 55% in size
#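 Human tau K18 P301L (15 uM unlabeled, 0.24 uM Alexa 594-labeled) in 100 mM sodium acetate pH 7 with 20 uM heparin, 6 hr at 37 C. ThT 30 uM added, 1 hr ambient; Alexa 594 FP and total fluorescence read at 555/632 nm.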
# GAA spleen mod = inhibitors or activators of human alpha-glucosidase in spleen homogenate; P10253; human spleen homogenate, 4-MU-alpha-glucoside fluorescence; Potency, µM (highest dose often 79.9 µM), inactives show top-dose activity change, negative = inhibition, usual class: inhibitors; hit rate 0.006% among 240,000;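 also: 0% = enzyme with vehicle and -100% = no enzyme basal signal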
#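 Compounds were titrated against alpha-glucosidase in spleen homogenate at pH 5.0, with 1 mM 4-methylumbelliferyl substrate for 40 min at 37 C. Reactions were quenched with pH 10 NaOH/glycine and fluorescence measured.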
# GAA inhib = blocks human lysosomal alpha-glucosidase | purified human GAA, 4-MU-alpha-glucoside fluorescence | Potency, µM (titrated, usually from 76.9 µM), for the others: at the top dose activity change, negative = inhibition, actives largely listed as inhibitors | hit rate 0.005% among 200,000 | AID 1466;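 also: plate controls were uninhibited enzyme wells for no effect and no-enzyme background for full effect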
#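 AC50 values come from Hill fits of compound titrations (up to 77 uM) against 4 nM human enzyme. Substrate 4-methylumbelliferyl-alpha-D-pyranoside at 400 uM, pH 5.0 citrate buffer, 20 min room temperature; fluorescence Ex 365/Em 440 after alkaline stop.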
# Tau fibril ThT = inhibitors of human tau fibril formation, thioflavin T binding; AID 1460; Potency, µM (doses to about 57.4 µM), without a hit: top-dose activity, negative = inhibition, usual class: inhibitors; hit rate 2.1% among 270,000; P10636; recombinant tau K18 P301L (four-repeat tau fragment), heparin-induced fibrillization, ThT fluorescence; also: % is scaled to controls: 0 for no effect and ±100 for the full control effect; nearly all actives have a fitted effect of over 55% in size
#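 Recombinant human tau K18 fragment […] carrying P301L, 15 uM unlabeled plus 0.24 uM Alexa 594-labeled, was fibrillized with 20 uM heparin in 100 mM sodium acetate pH 7 for 6 hr at 37 C; 30 uM ThT fluorescence read after 1 hr.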
# GLA spleen mod = inhibits or activates alpha-galactosidase in human spleen homogenate; P06280; human spleen homogenate, 4MU-alpha-Gal fluorescence, 40 min; Potency, µM (highest dose often 80 µM), for inactives: at the top dose activity change, negative = inhibition, usual class: inhibitors; hit rate 0.008% among 240,000;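 also: 0% = enzyme with vehicle and -100% = no enzyme basal signal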
# Target sequence (P06280 32-429 limits assumed): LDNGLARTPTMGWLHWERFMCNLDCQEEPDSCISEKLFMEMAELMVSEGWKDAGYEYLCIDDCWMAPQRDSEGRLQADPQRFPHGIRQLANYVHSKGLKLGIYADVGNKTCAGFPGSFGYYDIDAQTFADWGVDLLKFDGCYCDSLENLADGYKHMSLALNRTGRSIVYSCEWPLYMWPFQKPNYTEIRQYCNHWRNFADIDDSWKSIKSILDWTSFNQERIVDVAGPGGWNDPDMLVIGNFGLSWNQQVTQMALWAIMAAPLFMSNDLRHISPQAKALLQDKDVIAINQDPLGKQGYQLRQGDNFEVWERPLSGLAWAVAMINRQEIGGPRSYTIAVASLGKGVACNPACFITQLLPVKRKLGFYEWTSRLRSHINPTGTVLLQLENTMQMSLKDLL
#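 Fluorogenic readout (Ex 365/Em 440 nm) of 4-methylumbelliferone released from 1 mM 4-MU-alpha-galactoside by spleen homogenate, 40 min at 37C, pH 5.0. Data normalized to no-enzyme and enzyme controls; Hill-equation AC50 from compound titrations.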
# HTT cytoprotect = protects HTT-Q103 PC12 cells, measured by ATP. PC12 HTT-Q103 induced, cytoprotection, ATP luminescence, 40 h. Potency, µM (doses to about 56.4 µM), for the others: cytoprotection (ATP increase), usual class: activators. hit rate 0.14% among 230,000. AID 1471;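 also: % of control where 0% means no effect; nearly all actives have a fitted effect of over 45% in size; toxic huntingtin expression switched on by the ecdysone agonist tebufenozide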
#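 Cells were plated at 1500 per well in phenol red-free DMEM with 5% equine and 5% calf serum. Tebufenozide (100 nM final) and compounds were added, then ATPlite reagent, and luminescence was read.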
# Numbers without * were called inactive; ? = inconclusive; . = not tested or not shown; & = joins results of further samples; ! = repeats disagree; [ ] = another dose, or the depositor's remark. Calls follow the shape of the dose curve; as a rule, active = well fitted curve in the direction sought with a large enough effect; inconclusive = small, poorly fitted or top-dose-only effect, or another doubt; inactive = no such curve, though single readings can be large; an effect the other way counts as inactive or inconclusive. Potency is read from the fitted curve at half-maximal effect.
SMILES,GAA glycogen mod,Tau fibril FP,Tau fluor cs,GAA spleen mod,GAA inhib,Tau fibril ThT,GLA spleen mod,HTT cytoprotect
CC(=O)OC1CCC2C3CCc4cc(O)ccc4C3CCC12C (configuration not stated),.,-8%,-29%,3%,.,-11%,7%,?
Cc1ccc(CNC(=O)c2ccc(N3CCc4ccccc43)c([N+](=O)[O-])c2)cc1,7%,?,?,-9%,-7%,?,-8%,2%[10 µM]
O=C(CNC(=O)C1CCCCC1)Nc1ccc(F)c(Cl)c1,4%,-3%,-1%,3%,-1%,5%,9%,-30%[10 µM]
COCC(=O)N(C)c1nnc(-c2ccc([N+](=O)[O-])cc2)s1,-5%,-5%,-3%,-4%,8%,?,0%,-19%
COc1ccc(C(=O)N2CCN(c3nc4cc(C)ccc4cc3C#N)CC2)c(OC)c1,-3%,4%,2%,-2%,-5%,-16%,8%,-32%[inhibitor][10 µM]
O=C(CN(C(=O)Cn1nnc(-c2cccs2)n1)c1ccc2c(c1)OCCO2)NCC1CCCO1 (configuration not stated),1%,-11%,-8%,-3%,2%,-9%,-6%,11%[10 µM]
COc1c(N2CCNC(C)C2)c(F)cc2c(=O)c(C(=O)O)cn(C3CC3)c12 (configuration not stated),.,-9%,-17%,2%,.,-7%,-6%,3.2µM*!
COC(=O)[C@@H]1C[C@@]2(O)[C@H](O)[C@H](O)[C@H](O)C[C@H]2N1Cc1cc(OC)cc(OC)c1,8%,-8%&-8%,-12%&11%,5%&7%,.,-7%&8%,9%&3%,-15%
Cc1sc2nc(C3CC3)nc(NCCNS(=O)(=O)c3ccccc3)c2c1C,-12%,5%,3%,-7%,0%,4%,-2%,16%[10 µM]
COc1ccc(/C=C2\SC(=S)N(CCC(=O)NC3=NCCS3)C2=O)cc1OC,4%,5%,-17%,-3%,4%,?,-4%,8%[10 µM]
CCOC(=O)N/N=C/c1ccc(N2CCOCC2)s1,?,2%,-8%,-14%,-4%,?,6%,1%[10 µM]
Cc1ccccc1CSc1nc2c(sc3ccccc32)c(=O)n1CCCC(=O)NCCCOC(C)C,-9%[76.3 µM],-2%,-5%,.,.,-4%,.,.
CN(C)C(=O)COc1ccc(Br)cc1,-1%,-4%,9%,-7%,-2%,3%,2%,3%[0.074 µM]
COc1ccc(C(=O)N2CCN(c3ccc(C)c(C)c3)CC2)cc1OC,-5%,2%,-10%,-12%,1%[15.4 µM],-14%,-5%,-8%
Cc1nc([N+](=O)[O-])cn1CC(O)c1ccc(F)cc1 (configuration not stated),1%,-5%,-6%,-9%,.,.,0%,-3%[10 µM]
COc1ccc2nc(Nc3ccccc3OC)sc2c1,-7%,10%,?,1%,-5%,13µM*,2%,.
CCCCNc1ccc(-c2nc(-c3ccncc3)no2)cc1[N+](=O)[O-],11%[76.3 µM],-5%,-3%,.,.,8%,.,.
CN(CC(=O)NCc1ccncc1)S(=O)(=O)c1ccc(F)cc1,1%,0%,-6%,-3%,-6%,-7%,-3%,8%
COc1ccc2nc(SCC(=O)Nc3ccc4c(c3)OCCO4)[nH]c2c1,1%,3%,-28%,0%,5%,?,7%,-10%[0.074 µM]
CCc1ccc(NC(=O)CN2C(=O)c3cccc4cccc2c34)cc1,-1%[76.3 µM],-11%,-18%,.,.,6%,.,.

# 8 compounds from above, sorted by formula weight, falling:
SMILES,GAA glycogen mod,Tau fibril FP,Tau fluor cs,GAA spleen mod,GAA inhib,Tau fibril ThT,GLA spleen mod,HTT cytoprotect
Cc1ccccc1CSc1nc2c(sc3ccccc32)c(=O)n1CCCC(=O)NCCCOC(C)C,-9%[76.3 µM],-2%,-5%,.,.,-4%,.,.
COc1ccc(C(=O)N2CCN(c3nc4cc(C)ccc4cc3C#N)CC2)c(OC)c1,-3%,4%,2%,-2%,-5%,-16%,8%,-32%[inhibitor][10 µM]
Cc1sc2nc(C3CC3)nc(NCCNS(=O)(=O)c3ccccc3)c2c1C,-12%,5%,3%,-7%,0%,4%,-2%,16%[10 µM]
COC(=O)[C@@H]1C[C@@]2(O)[C@H](O)[C@H](O)[C@H](O)C[C@H]2N1Cc1cc(OC)cc(OC)c1,8%,-8%&-8%,-12%&11%,5%&7%,.,-7%&8%,9%&3%,-15%
Cc1ccc(CNC(=O)c2ccc(N3CCc4ccccc43)c([N+](=O)[O-])c2)cc1,7%,?,?,-9%,-7%,?,-8%,2%[10 µM]
CCc1ccc(NC(=O)CN2C(=O)c3cccc4cccc2c34)cc1,-1%[76.3 µM],-11%,-18%,.,.,6%,.,.
COCC(=O)N(C)c1nnc(-c2ccc([N+](=O)[O-])cc2)s1,-5%,-5%,-3%,-4%,8%,?,0%,-19%
CCOC(=O)N/N=C/c1ccc(N2CCOCC2)s1,?,2%,-8%,-14%,-4%,?,6%,1%[10 µM]

# Carrying on.
SMILES,GAA glycogen mod,Tau fibril FP,Tau fluor cs,GAA spleen mod,GAA inhib,Tau fibril ThT,GLA spleen mod,HTT cytoprotect
COC(=O)C1=C(C)N(Cc2ccccc2)C2=C(C(=O)c3ccccc3)C(c3ccccc3)[C@@](O)(C(=O)OC)C(=O)N2C1c1ccccc1 (some centres not stated),.,-9%&4%[11.6 µM],-6%&-23%[11.6 µM],-2%&2%[17.4 µM],.,?,0%&3%[17.5 µM],3%&-8%[10 µM]
CNC(=O)c1ccc(OCc2ccccc2)c(OC)c1,0%,-3%,0%,-5%,1%,2%,4%,-1%
CCOc1ccc(NC(=S)Nc2ccc(OCC)cc2)cc1,-25%,11%,-20%,1%,14%,?,7%,?
CCOC(=O)c1ccc(NC(=O)C(CC)(CC)C(=O)OCC)cc1,-7%,5%,-6%,-6%,2%,-5%,-5%,16%
NC(=O)C[C@H]1NC(=O)[C@H](CCC(=O)O)NC(=O)c2cc([N+](=O)[O-])cc(I)c2NCCC[C@@H](C(N)=O)NC1=O,8%,-1%,-13%,-6%,-5%,?,-10%,.
CCCNC(=O)Cn1c(=O)c2cccn2c2cccnc21,-15%[76.3 µM],6%,3%,.,.,1%,.,.
Cc1cnc(C(=O)OCC(=O)N2c3ccccc3NC(=O)C2(C)C)cn1,5%,0%,-8%,-2%,?,-14%,-3%,-3%
CNC(=O)NC(=O)CSc1ccc(NC(C)=O)cc1,13%,-10%,2%,1%,-6%,-6%,-16%,0%
CCc1ccc(CNC(=O)c2ccc(CSc3nc4ccncc4n3Cc3ccc(OC)cc3)cc2)cc1,0%[76.3 µM],0%,-27%,.,.,1%,.,.
Cc1cc2nc(CS)[nH]c2cc1C,1%,-3%,-26%,5%,.,32µM*,-6%,-13%[10 µM]
CCCCOC(=O)Nc1nnc(Cc2ccc(Cl)cc2)s1,-8%,-6%,-10%,1%,-9%,-11%,2%,-2%[10 µM]
CCOC(=O)c1c(NCCN(C)C)c2ccccc2[nH]c1=O,5%,-7%,-5%,2%,.,-3%,3%,6%[10 µM]
CC(=O)O[C@H]1C(=O)[C@@]2(C)[C@H]([C@H](OC(=O)c3ccccc3)[C@]3(O)C[C@H](OC(=O)[C@H](O)C(NC(=O)c4ccccc4)c4ccccc4)C(C)=C1C3(C)C)[C@]1(OC(C)=O)CO[C@@H]1C[C@@H]2O (some centres not stated),-1%,-12%,-18%,3%,2%[15.4 µM],?,-4%,-60%[10 µM]
O=C(Nc1nnc(S(=O)(=O)N2CCCCCC2)s1)c1ccc(Cl)cc1,-3%&16%[76.3 µM],3%,3%,.,.,4%,.,.
CCOC(=O)c1cc2c(=O)n3ccccc3nc2n(C(C)C)c1=NC(=O)c1ccncc1,-10%,0%,-14%,?,-3%,-17%,?,-22%
Cc1ccc(SCCC(=O)N2CCCC2)cc1,0%,-1%,-6%,-3%,4%,-1%,2%,-5%
Cc1ccc(S(=O)(=O)NN2C(=O)/C(=C/c3cccs3)SC2=S)cc1,1%,4%,-4%,-3%,.,.,-24%,5%[10 µM]
CC(C(=O)Nc1ccc(OCc2ccccc2)cc1)N1CCCC1 (configuration not stated),2%,-4%,0%,-11%,-7%,0%,-3%,-30%
O=C(Nc1cccc(Cl)c1)c1ccc2c(=O)n3c(nc2c1)CCCCC3,3%,-9%,?,-3%,1%,-9%,-6%,-4%
COc1ccc(C(=O)Nc2cc3c(cc2OC)CCCC3)cc1Br,0%,-5%,-26%,-8%,5%,?,-1%,-6%
COCc1[nH][nH]c(=O)c1/C=N/N1CCOCC1,?,-4%,-8%,.,4%,-14%,-10%,-24%
CCOC(=O)c1[nH]c2ccccc2c1NC(=O)CCN1CC(C)OC(C)C1 (configuration not stated),-7%,1%,-7%,-5%,0%,-4%,-5%,-16%
CCC(C)C(=O)Nc1cccc(SC)c1 (configuration not stated),11%,-8%,-4%,-3%,-5%,-3%,-6%,-34%
O=C(C1=C[C@@H](c2ccccc2)C[C@@H](OCCCCO)O1)N1CCOCC1,-1%,-5%,-3%,2%,.,-14%,6%,4%[10 µM]
CCOC(=O)N1CCC(N2Cc3cccc(C(=O)NCc4ccccc4OC)c3C2=O)CC1,-14%,-2%,-1%,-1%,-4%,-10%,2%,-6%[10 µM]
CC(C)N(Cc1cn(C)nc1-c1cccc(Cl)c1)Cc1nccn1C,4%,3%,11%,-2%,.,13%,-4%,-18%[10 µM]
COc1cccc(NC(=O)c2cc(CN3C(=O)c4ccccc4C3=O)ccc2OC)c1,2%,-11%,-18%,-9%,6%,5%,-12%,8%[10 µM]
COc1ccc(CNc2nc(-c3ccc(C(=O)N(C)C)cc3)nc3ccccc23)c(OC)c1,.,6%,-25%,-12%,.,-3%,7%,-2%
COC(=O)c1ccn(C(=O)c2ccc(Cl)cc2)n1,8%,1%,2%,1%,?,-2%,-6%,-15%
COc1ccc(S(=O)(=O)N2CCC(C(=O)N3CCc4ccccc4C3)CC2)cc1,-6%,-1%,-3%,-10%,?,-3%,5%,-11%
COc1ccc(N2CCN(c3cc(=O)n(Cc4ccc(F)cc4)c(=O)[nH]3)CC2)cc1,-4%,5%,-20%,4%,4%,-17%,-1%,-4%[10 µM]
